Source: PubChem BioAssay (National Center for Advancing Translational Sciences (NCATS))
LDHA inh: qHTS assay for inhibitors of human lactate dehydrogenase | L-lactate dehydrogenase A chain (Homo sapiens), P00338 | purified LDHA, NADH/diaphorase-resazurin fluorescence; stronger effect = lower value | activity change, % (values are at about 110 or 230 µM) | actives 0.15% (n = 480,000) | AID 1347041, 2019; in the data active = activity change below about -30%; inconclusive = mostly about -25% to -30%;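 note: plate controls were DMSO wells for no effect and wells without enzyme for full effect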
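LDH5 2 nM; NADH 0.06 mM, pyruvate 0.2 mM; 200 mM Tris pH 7.4, EDTA, Tween-20; 5 min RT. Detection: diaphorase 0.133 mg/mL + resazurin 37 µM, fluorescence ex540/em590 at 0 and 20 min; normalized to enzyme-free and DMSO wells.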
Pol kappa inh: qHTS for Inhibitors of Polymerase Kappa; purified Pol kappa, fluorescent DNA synthesis assay, 10 min; Potency, µM (top dose mostly 107 µM), without a hit: at the top dose activity, negative = inhibition, actives largely listed as inhibitors; actives 0.53% (n = 400,000); AID 588579, 2011; note: potency is the fitted concentration of half-maximal effect; % is set by controls: 0 for no effect and ±100 for the full control effect
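Kinetic fluorescence readout at 0 and 10 min followed reaction start with substrate at 50 nM final. Beforehand, enzyme (10 nM Pol kappa) stood 15 min with compound at room temperature; buffer-only wells were negative controls.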
POLH inh: qHTS for Inhibitors of Polymerase Eta | Potency, µM (top dose mostly 114 µM), for inactives: at the top dose activity change, negative = inhibition, most hits filed as inhibitors | actives 1.2% (n = 390,000) | DNA polymerase eta (Homo sapiens), Q9Y253 | recombinant Pol eta, fluorescent DNA replication assay; note: potency is the fitted concentration of half-maximal effect; % is set by controls: 0 for no effect and ±100 for the full control effect
Target sequence (Q9Y253 whole entry, looked up): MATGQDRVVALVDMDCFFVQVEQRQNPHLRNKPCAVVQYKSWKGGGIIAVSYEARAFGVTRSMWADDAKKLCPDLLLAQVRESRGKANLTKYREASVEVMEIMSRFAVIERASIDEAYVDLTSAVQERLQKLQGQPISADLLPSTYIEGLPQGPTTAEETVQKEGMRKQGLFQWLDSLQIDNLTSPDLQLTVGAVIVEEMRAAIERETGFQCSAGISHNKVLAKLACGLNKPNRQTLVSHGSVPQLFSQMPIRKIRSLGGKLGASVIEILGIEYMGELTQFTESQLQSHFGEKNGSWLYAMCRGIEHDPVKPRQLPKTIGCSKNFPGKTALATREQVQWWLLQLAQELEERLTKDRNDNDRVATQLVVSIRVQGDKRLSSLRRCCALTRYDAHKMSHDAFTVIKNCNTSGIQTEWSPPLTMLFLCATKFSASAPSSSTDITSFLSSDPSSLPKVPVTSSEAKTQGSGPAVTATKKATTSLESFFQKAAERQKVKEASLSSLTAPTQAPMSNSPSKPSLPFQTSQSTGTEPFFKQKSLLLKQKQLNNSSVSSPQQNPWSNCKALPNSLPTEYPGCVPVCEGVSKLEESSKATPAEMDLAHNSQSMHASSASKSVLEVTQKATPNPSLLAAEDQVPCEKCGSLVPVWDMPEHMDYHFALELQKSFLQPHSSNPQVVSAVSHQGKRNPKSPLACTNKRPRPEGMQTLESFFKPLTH
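Pol eta at 10 nM preincubated with compounds 15 min at room temperature; reaction started with fluorescent substrate (50 nM final) and read kinetically at 0 and 10 min.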
Pol iota inh: qHTS for Inhibitors of Polymerase Iota | Pol iota fluorescent replication assay, 10 min | actives 1% (n = 390,000) | Potency, µM (highest dose often 115 µM), for the others: at the highest dose activity, negative = inhibition, most hits filed as inhibitors; note: potency is the fitted concentration of half-maximal effect
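Fluorescent replication assay read twice, at 0 min and 10 min after adding 50 nM (final) substrate. Enzyme (10 nM) and compounds were first incubated 15 min at room temperature; enzyme-free buffer wells were negative controls.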
Anesthetic bind: qHTS Assay for Identification of Novel General Anesthetics. Ferritin light chain (Equus caballus), P02791. apoferritin/1-aminoanthracene competitive binding, fluorescence. Potency, µM (highest dose often 77.5 µM), inactives show at the top dose activity change, negative = displacement, actives largely listed as inhibitors. actives 0.074% (n = 350,000). AID 485281, 2010; note: potency is the fitted concentration of half-maximal effect; % is set by controls: 0 for no effect and ±100 for the full control effect; nearly all actives have a fitted effect of over 20% in size
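Apoferritin-based anesthetic binding model; compound displacement of fluorescent 1-AMA measured as endpoint fluorescence after 10 minutes at room temperature, scaled to free-ligand and complex controls.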
APE1 inh: qHTS Assay for Inhibitors of the Human Apurinic/apyrimidinic Endonuclease 1 (APE1); DNA repair nuclease/redox regulator APEX1 (Homo sapiens), P27695; recombinant APE1, TAMRA/BHQ-2 abasic DNA cleavage fluorescence; Potency, µM (doses to about 65.8 µM), without a hit: top-dose activity change, negative = inhibition, actives largely listed as inhibitors; actives 0.35% (n = 350,000); AID 2517, 2012;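 note: potency is the fitted concentration of half-maximal effect; plate controls were vehicle for no effect and reference inhibitor for full effect; nearly all actives have a fitted effect of over 55% in size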
Target sequence (P27695 whole entry, looked up): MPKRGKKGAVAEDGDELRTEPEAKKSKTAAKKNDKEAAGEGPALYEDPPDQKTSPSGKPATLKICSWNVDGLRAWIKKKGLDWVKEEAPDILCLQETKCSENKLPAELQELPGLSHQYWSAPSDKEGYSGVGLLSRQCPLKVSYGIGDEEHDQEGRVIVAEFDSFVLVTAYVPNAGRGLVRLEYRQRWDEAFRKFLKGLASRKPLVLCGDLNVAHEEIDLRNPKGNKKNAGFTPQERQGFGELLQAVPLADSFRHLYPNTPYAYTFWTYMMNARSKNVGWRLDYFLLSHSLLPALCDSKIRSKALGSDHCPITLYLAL
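Enzyme (0.75 nM final) and test compound are incubated 15 min at room temperature before adding 50 nM quenched THF abasic-site duplex. Cleavage dequenches TAMRA, followed at 525/598 nm over three reads one minute apart.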
POLB inh: qHTS Assay for Inhibitors of DNA Polymerase Beta; Pol beta primer extension/strand displacement, fluorescence kinetic; Potency, µM (series often up to 114 µM), without a hit: at the top dose activity change, negative = inhibition, hits mostly inhibitors; actives 1.3% (n = 340,000); P06746; note: potency is the fitted concentration of half-maximal effect; % is set by controls: 0 for no effect and ±100 for the full control effect
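Homogeneous kinetic assay of primer extension and strand displacement by 10 nM Pol beta, preincubated 15 min at room temperature with compound before 50 nM substrate (final) was added. Read at 0 and 10 min; four-parameter Hill fit.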
BLM inh: qHTS Assay for Inhibitors of Bloom's syndrome helicase (BLM) | RecQ-like DNA helicase BLM (Homo sapiens), P54132 | recombinant BLM DNA unwinding, fluorescence dequenching | Potency, µM (series often up to 56.1 µM), inactives show at the highest dose activity change, negative = inhibition, most hits filed as inhibitors | actives 0.2% (n = 350,000) | AID 2528, 2010;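 note: potency is the fitted concentration of half-maximal effect; plate controls were vehicle for no effect and no enzyme for full effect; nearly all actives have a fitted effect of over 35% in size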
GRP78 ERSR act: qHTS for Inducers of the Endoplasmic Reticulum Stress Response (ERSR) in Human Glioma: qHTS | U87-MG GRP78 promoter luciferase reporter, 16 h | Potency, µM, for the others: at the highest dose activation, most hits filed as activators | actives 0.02% (n = 420,000) | AID 602332, 2012; note: potency is the fitted concentration of half-maximal effect; series mostly up to about 76 µM; % of control where 0% means no effect; nearly all actives have a fitted effect of over 35% in size
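ERSR induction read as luciferase luminescence (Bright-Glo, 10 min at room temperature) in stably transfected human U87-MG glioma cells exposed to compounds for 16 h, using GRP78 as sensor.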
An asterisk follows results filed as active; u = inconclusive; x = not tested or not shown; & = joins results of further samples; [ ] = another dose, or the depositor's remark. Unless noted, calls come from the whole dose curve; as a rule, active = well fitted curve in the direction sought with a large enough effect; inconclusive = small, poorly fitted or top-dose-only effect, or another doubt; inactive = no such curve, though single readings can be large; an effect the other way counts as inactive or inconclusive. A portion of the library (hit frequency here may not be typical).

mol	LDHA inh	Pol kappa inh	POLH inh	Pol iota inh	Anesthetic bind	APE1 inh	POLB inh	BLM inh	GRP78 ERSR act
CCn1cc(Br)c(C(=O)Nc2ccc(Cl)c(Cl)c2)n1	-4	-13%	-10%	-2%	-5%	-3%	1%	4%	-4%
COc1ccc([N+](=O)[O-])cc1NS(=O)(=O)c1cccc(C(=O)OC2CCOC2=O)c1 (stereo unspecified)	-7	-15%	-2%	4%	x	28%	x	x	-2%
COc1ccc([C@H]2/C=C\CN(C(=O)c3ccccc3)[C@@H](C)C(=O)N2Cc2ccc(F)cc2)cc1	-5	-17%	-10%	33%[activator]	x	x	x	x	-1%
O=c1c(Cc2ccc(Cl)cc2Cl)c(O)ccn1Cc1ccc(Cl)cc1	-1	-9%	-25%	-8%	-3%	u	-3%	-13%	-9%
Clc1ccc2ccc3cccnc3c2n1	-1	-3%	0%	-4%	-3%	77%[activator]	23%	2%	-1%
COc1ccc(/C=C/C(=O)NC(=S)Nc2ccc(S(=O)(=O)Nc3ccc(OC)nn3)cc2)cc1	-10	-11%	56µM*	-3%	-9%	0%	1%	-6%	-1%
Cc1cccc(Cn2c(-c3cccs3)nc3ccccc32)c1	1	-2%	-10%	10%	-5%	x	0%	-6%	0%
CC(=O)N1CCC(=NNS(=O)(=O)c2cccc([N+](=O)[O-])c2)CC1	2	-15%	-17%	14%	-3%	-6%	4%	-2%	-6%
C[C@@H]1CN([C@H](C)CO)C(=O)c2cc(NC(=O)Nc3ccc(F)cc3)ccc2O[C@H]1CN(C)C(=O)Nc1ccc(C(F)(F)F)cc1	7	-12%	-6%	6%	x	-19%	x	x	0%
CC(=O)Nc1cccc(-c2csc(NCc3ccccc3)n2)c1	u	-2%	-2%	-8%	-18%	-3%	2%	-8%	4%
Cc1cc(N2CCN(C)CC2)nc2ccc(NC(=S)N3CCC4(CC3)OCCO4)cc12	-15	1%	-19%	71%[activator]	-3%	-9%	3%	4%	-4%
CSc1cccc(NC(=S)N(CCC(C)C)C2CCN(C(C)C)CC2)c1	-4	3%	-8%	19%	u	-2%	-15%	0%	4%
Cc1ccc(-c2cc(-c3nnc(SCC(=O)NCC(C)C)n3N)c3ccccc3n2)cc1	0	-9%	-24%	32%[activator]	u	2%	-22%	-3%	1%
O=C(CCC(=O)OCC(=O)c1ccc(-c2ccccc2)cc1)Nc1cccc(Cl)c1	-6	-19%	3%	7%	-19%	-3%	3%	0%	4%
O=C(O)c1cc2c(cc1Br)OCCCO2	-7	-12%	-16%	-7%	4%	7%	-23%	-2%	-8%
Cc1ccc(Nc2nc(N)nc(-c3oc4ccccc4c3C)n2)cc1	-6	-12%	-27%	28%	-20%	-1%	12%	-12%	5%
CCc1cc(=O)oc2cc(OCc3ccc(C(=O)O)o3)ccc12	-4	-7%	u	u	6%	-37%	-16%	-1%	-3%
CCC(=O)N1CCc2cc(S(=O)(=O)NCCC(=O)NCc3ccc(C)cc3)ccc21	-2	-5%	-14%	30%	-9%	x	1%	1%	2%
CCCCC(=O)NC(=S)Nc1cccc(NC(=O)CC)c1	-12	-23%	-4%	4%	-21%	6%	5%	-3%	-4%
O=C(Nc1ccccc1C(=O)N1CCOCC1)C1COc2ccccc2O1 (stereo unspecified)	-8	0%	-4%	-23%	3%	14%	-1%	1%	-4%
Cc1cccc(NC(=O)c2c(O)c3ccccc3[nH]c2=O)c1	-5	-20%[60.1 µM]	0%	12%	-8%	-1%	6%	-4%	9%
COC(=O)C(C(=O)OC)C(C(=O)OC)C(C(=O)OC)C(=O)OC	-8	0%	-5%	0%	3%	1%	-10%	3%	-6%
O=C1CC(Cc2ccccc2)C(=O)N1c1ccccn1 (stereo unspecified)	-9	0%	-10%	65%[activator]	-8%	-3%	3%	-4%	-9%
COc1cc(CNc2cccc(C(=O)O)c2)cc(Br)c1OCC(=O)NC(C)(C)C	1	-18%	-9%	6%	-2%	15%	-5%	-8%	-3%
Cc1cc(NC(=O)CCC(=O)N(Cc2ccco2)C(C(=O)NC2CCCCC2)c2ccccc2)no1 (stereo unspecified)	-9	-8%	-23%	-12%	-2%	11%	17%	3%	-1%
O=C(Nc1ccccc1Cl)c1ccc(S(=O)(=O)N2CCOCC2)cc1	-6	-16%	-4%	-25%	-10%	16%	u	4%	-4%
COc1ccc(CCNC(=O)CN2C(=O)COc3ccccc32)cc1OC	0&5	-4%[60.1 µM]	-8%	-2%	0%	x	1%	0%	-1%
CCC(CC)C(=O)Nc1ccc2nc(SCc3ccccc3)sc2c1	-1	6%	-21%	12%	-3%	x	-16%	-8%	-2%
O=C(/C=C\c1ccco1)Nc1cc([N+](=O)[O-])ccc1F	-5	-14%	2%	10%	-2%	-2%	-10%	0%	-3%
CCc1ccc(CNC(=O)c2cc3c(=O)n(CC)c4ccccc4c3s2)cc1	1	1%	-4%	-5%	-8%	x	25%	-8%	-3%
Cc1ccccc1CCNC(=O)C1CCC(=O)N(Cc2ccc(Cl)cc2)C1 (stereo unspecified)	1	-17%	-9%	27%	-5%	23%	24%	-1%	-3%
Cc1ccc(CN2CCN(C(=O)CCC(=O)Nc3nnc(C(C)C)s3)CC2)c(C)c1	2	4%	-16%	-9%	u	43%	-29%	-5%	-5%
CCc1nc(SCC(=O)Nc2cc(C)ccc2OC)c2c(C)c(C)sc2n1	-6	2%	7%	12%	-12%	14%	6%	-2%	-3%
CNc1ccccc1C(=O)OCC(=O)N(CCOC)c1c(N)n(CC(C)C)c(=O)[nH]c1=O	0	-6%	-15%	31%[activator]	x	24%	x	x	-3%
COCCN(C(=O)COC(=O)CSc1ccc(Cl)cc1)c1c(N)n(CC(C)C)c(=O)[nH]c1=O	2	-12%	-3%	51%[activator]	x	20%	x	x	-3%
Cc1ccc(C(=O)N2CCCC(c3ccc(Cl)cc3)=N2)cc1	-2	-5%	-25%	41%[activator]	-22%	0%	-25%	-8%	-6%
O=C(CSc1nnc(COc2ccc(Cl)cc2)n1Cc1ccco1)N1CCNC1=O	0	-1%	3%	-12%	x	24%	x	x	-2%
O=C(O)c1cccc(NS(=O)(=O)c2cccc(C(=O)Nc3ccccc3[N+](=O)[O-])c2)c1	1	-5%	-13%	-5%	-6%	29%	36%	-3%	-4%
CCOc1ccc(CCNC(=O)COC(=O)C2CCN(c3ccc(C(F)(F)F)cn3)CC2)cc1OCC	1	-21%	-26%	20%	x	-11%	x	x	-1%
NC(=O)c1ncn([C@@H]2O[C@H](CNCc3cnc(N4CCOCC4)s3)[C@@H](O)[C@H]2O)n1	-8	-17%	-7%	u	x	x	x	x	-2%
O=C(Cc1ccccc1)Nc1nnc(SCC(=O)NC2CCCC2)s1	2	-1%	-14%	103%[activator]	-10%	-2%	-6%	-9%	-5%
CC(C)(C)n1ncc2c(=O)n(Cc3ccc(F)cc3F)cnc21	x	-1%	x	-20%	x	-2%	x	x	-2%

Filtered by structure: the entries above containing a Cl atom.
mol	LDHA inh	Pol kappa inh	POLH inh	Pol iota inh	Anesthetic bind	APE1 inh	POLB inh	BLM inh	GRP78 ERSR act
CCn1cc(Br)c(C(=O)Nc2ccc(Cl)c(Cl)c2)n1	-4	-13%	-10%	-2%	-5%	-3%	1%	4%	-4%
O=c1c(Cc2ccc(Cl)cc2Cl)c(O)ccn1Cc1ccc(Cl)cc1	-1	-9%	-25%	-8%	-3%	u	-3%	-13%	-9%
Clc1ccc2ccc3cccnc3c2n1	-1	-3%	0%	-4%	-3%	77%[activator]	23%	2%	-1%
O=C(CCC(=O)OCC(=O)c1ccc(-c2ccccc2)cc1)Nc1cccc(Cl)c1	-6	-19%	3%	7%	-19%	-3%	3%	0%	4%
O=C(Nc1ccccc1Cl)c1ccc(S(=O)(=O)N2CCOCC2)cc1	-6	-16%	-4%	-25%	-10%	16%	u	4%	-4%
Cc1ccccc1CCNC(=O)C1CCC(=O)N(Cc2ccc(Cl)cc2)C1 (stereo unspecified)	1	-17%	-9%	27%	-5%	23%	24%	-1%	-3%
COCCN(C(=O)COC(=O)CSc1ccc(Cl)cc1)c1c(N)n(CC(C)C)c(=O)[nH]c1=O	2	-12%	-3%	51%[activator]	x	20%	x	x	-3%
Cc1ccc(C(=O)N2CCCC(c3ccc(Cl)cc3)=N2)cc1	-2	-5%	-25%	41%[activator]	-22%	0%	-25%	-8%	-6%
O=C(CSc1nnc(COc2ccc(Cl)cc2)n1Cc1ccco1)N1CCNC1=O	0	-1%	3%	-12%	x	24%	x	x	-2%
